5-HT1A blocker = blocks the human serotonin 5-HT1a receptor; P08908; inhibition, % at 10 µM; 62,000 compounds, 0.68% hits; AID 612; CHO 5-HT1a Ga15 NFAT-bla reporter, antagonist mode;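 active = inhibition above the mean of all tested compounds plus 3 SD, cut at about 43% in these data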;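 also: receptor stimulated by 5-CT agonist at 100 nM near EC80; beta-lactamase reporter measured by ratiometric fluorescence of a cleavable substrate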
RORA act = activates the human nuclear receptor RORA; P35398; CHO-K1 Gal4-RORA LBD luciferase reporter, luminescence; percent increase over mock-subtracted basal signal; activation, % at 10 µM; 65,000 compounds, 1.5% hits;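 active = activation above the mean of all tested compounds plus 3 SD, cut at about 49% in these data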;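 also: 0% = DMSO-treated RORA cells and 100% = added signal equal to DMSO minus mock-transfected cells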
Target sequence (P35398 whole entry, looked up, the tested form may be a part): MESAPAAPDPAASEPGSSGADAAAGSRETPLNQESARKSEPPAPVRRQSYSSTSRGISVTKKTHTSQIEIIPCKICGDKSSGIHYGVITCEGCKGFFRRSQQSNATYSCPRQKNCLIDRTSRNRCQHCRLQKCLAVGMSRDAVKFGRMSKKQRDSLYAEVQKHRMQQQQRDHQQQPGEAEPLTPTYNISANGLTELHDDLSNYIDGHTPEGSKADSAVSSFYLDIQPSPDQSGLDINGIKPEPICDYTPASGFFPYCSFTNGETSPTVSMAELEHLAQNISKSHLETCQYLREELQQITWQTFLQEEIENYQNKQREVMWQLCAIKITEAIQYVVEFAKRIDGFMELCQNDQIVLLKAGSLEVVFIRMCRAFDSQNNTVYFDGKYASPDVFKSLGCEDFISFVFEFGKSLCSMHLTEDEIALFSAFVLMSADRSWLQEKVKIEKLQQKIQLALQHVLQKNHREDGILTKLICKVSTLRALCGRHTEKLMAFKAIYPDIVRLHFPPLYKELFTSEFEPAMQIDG
Ecoli tolC = growth inhibitors of E. coli BW25113 tolC mutant; OD615; 65,000 compounds, 2.2% hits; growth inhibition, % at 10 µM (by protocol); AID 573;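 active = growth inhibition at or above a cutoff equal to the mean over every tested compound plus 3 SD, cut at about 60% in these data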;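 also: growth measured after 20 h incubation at 37 °C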
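Test system – E. coli BW25113 ΔtolC::kan, tolC deletion mutant strain · Detection – OD at 615 nm · Buffer or medium – LB with kanamycin 50 µg/mL · Times – 20 h compound exposure of bacteria at 37 °C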
S1P1 ag-PAM = activates or potentiates agonism at human S1P1 receptor. P21453. S1P1 CRE-bla cells, forskolin, beta-lactamase FRET, potentiator mode; S1P1 agonist co-added at EC20, 2 nM; 100% = saturating reference agonist, 0% = basal. activation, % at 9.5 µM. 56,000 compounds, 0.57% hits;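 active = activation above a cutoff set at the mean activation of all tested compounds plus 3 SD, cut at about 54% in these data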;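 also: forskolin at 4 µM as EC80 and the EC20 agonist is SEW2871; 100% = SEW2871 at its EC100 plus forskolin at EC80; some compounds past the cut are filed as inactive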
5HT1E antag = 5-HT1E (human) receptor antagonism; CHO 5-HT1E Ga15 NFAT-bla reporter, FRET, antagonist; AID 571; P28566; 65,000 compounds, 0.99% hits; inhibition, % at 6 µM;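 active = inhibition above a set limit, the mean inhibition across every tested compound plus 3 SD, cut at about 29% in these data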;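 also: signal is the 460 over 535 nm emission ratio of beta-lactamase substrate; 0% = agonist plus DMSO wells and 100% = wells without agonist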
Target sequence (P28566 whole entry, looked up): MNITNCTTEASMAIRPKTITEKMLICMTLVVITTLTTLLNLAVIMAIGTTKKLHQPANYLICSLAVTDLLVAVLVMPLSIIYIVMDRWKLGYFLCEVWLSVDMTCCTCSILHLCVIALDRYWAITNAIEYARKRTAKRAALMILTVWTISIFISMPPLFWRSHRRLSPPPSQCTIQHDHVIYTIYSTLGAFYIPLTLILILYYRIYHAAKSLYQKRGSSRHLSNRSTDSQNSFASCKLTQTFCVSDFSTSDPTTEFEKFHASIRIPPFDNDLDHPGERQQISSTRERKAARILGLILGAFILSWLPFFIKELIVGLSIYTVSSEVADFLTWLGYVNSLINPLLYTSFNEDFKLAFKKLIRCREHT
AP complement = alternative pathway complement inhibition, orthogonal assay; Human serum alternative complement pathway, LPS-coated ELISA, C3 deposition; tested in compound mixtures; inhibition, % at 5 µM; 62,000 compounds, 0.08% hits;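 active = inhibition above 30% in each of the two pooled mixtures holding the compound, so the lower value exceeds 30%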;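 also: 0% = serum in Mg-EGTA without compound and 100% = EDTA serum blank; some compounds past the cut are filed as inactive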
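Test system – human serum alternative complement pathway, C3 deposition on LPS-coated wells · Buffer or medium – diluted human serum in Mg2+-EGTA GVB++ · Compound dosing – 5 µM each compound, pools of ten, 50 µM per pool · Schedule – 1 h serum-compound exposure at 37 °C · Measured by – Anti-C3 ELISA, OD 450 nm · Read-out basis – percent inhibition of C3 deposition onto LPS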
5HT1E ag = activates the human 5-HT1E serotonin receptor; CHO 5-HT1E Ga15 NFAT-bla reporter, FRET; 0% DMSO wells, 100% control agonist wells; 65,000 compounds, 0.69% hits; activation, % at 6 µM; P28566;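 active = activation above a set limit, the screen-wide mean activation plus 3 SD, cut at about 8.5% in these data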;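 also: 100% = positive control agonist at 1 µM giving full maximal response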
SF-1 act = activators of human nuclear receptor SF-1; Q13285; CHO-K1 Gal4-SF-1 LBD luciferase reporter; % increase over DMSO SF-1-specific signal; activation, % at 10 µM; 65,000 compounds, 1.9% hits; AID 522;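 active = activation above the mean activation of all tested compounds plus 3 SD, cut at about 50% in these data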
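Material: Gal4–SF-1 LBD one-hybrid luciferase reporter in CHO-K1 cells | Amount: 4,000 cells per well | Compound dosing: 10 µM single point, 1% DMSO | Schedule: 20 h compound treatment, 37 °C | Measured by: SteadyLite luciferase luminescence | Evaluation: Percent activation versus DMSO | Control set: DMSO-treated SF-1-transfected cells as negative, DMSO-treated mock-transfected cells lacking SF-1 as background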
S1P3 agonist = S1P3 (human) receptor agonism; S1P3 NFAT-BLA reporter cells, FRET ratio; relative to 1 µM S1P, basal subtracted; AID 373; 60,000 compounds, 0.1% hits; activation, % at 4.5 µM; Q99500;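 active = activation above the screen-wide mean plus 3 SD, cut at about 4.5% in these data, passing the limit was not always enough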; also: some compounds called inactive have numbers as strong as hits
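Assay system: CHO cells stably expressing human S1P3, Gα16 and NFAT-β-lactamase reporter. Timing: overnight plating, 4 h compound 37 °C, 2 h substrate RT. Signal: β-lactamase FRET emission ratio 460/535 nm. Measure: percent activation versus median 1 µM S1P response, basal-subtracted, per plate. Repeats: primary screen single test, confirmation screen in triplicate.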
Numbers without * were called inactive. Rows are unselected; about 7.1% have a hit in one of these screens.

For CCOc1ccc(NC(C)c2cc(Cl)ccc2O)cc1 (centres undefined) the results were 5-HT1A blocker 1, RORA act -10, Ecoli tolC 7, 5HT1E antag -13, AP complement 9, 5HT1E ag 0.0, SF-1 act -16 and S1P3 agonist -1.1.
`Cc1[nH]c2ccccc2c1C1(O)C(=O)N(Cc2ccc3c(c2)OCO3)c2ccccc21` (centres undefined) gave 5-HT1A blocker 21, RORA act -11, Ecoli tolC 47, S1P1 ag-PAM -4, 5HT1E antag 7, AP complement 8, 5HT1E ag -0.6, SF-1 act 2 and S1P3 agonist -0.8.
O=C(Nc1nc(NC(=O)c2ccco2)n(-c2ccccc2)n1)c1ccccc1 was read as RORA act -14, Ecoli tolC -3, S1P1 ag-PAM -8, 5HT1E antag 5, AP complement 11, 5HT1E ag -0.1, SF-1 act 2 and S1P3 agonist -0.8.
`CC(C)(C)NC(=O)C(c1ccco1)N(Cc1ccc2c(c1)OCO2)C(=O)Cn1nnc2ccccc21` (centres undefined) gave 5-HT1A blocker 9, RORA act 8, Ecoli tolC 12, S1P1 ag-PAM 11, 5HT1E antag 2, AP complement 21, 5HT1E ag -1.5, SF-1 act 9 and S1P3 agonist -1.1.
Screening CCc1c(C)nc(SCCOc2ccc(OC(C)C)cc2)[nH]c1=O returned 5-HT1A blocker -8, RORA act 12, Ecoli tolC 46, 5HT1E antag -8, AP complement 26, 5HT1E ag -0.3, SF-1 act 2 and S1P3 agonist -0.6.
`COc1ccc(COCC(O)CN2CCOCC2)cc1OC` (centres undefined) gave 5-HT1A blocker -4, RORA act -19, Ecoli tolC -9, S1P1 ag-PAM -23, 5HT1E antag 4, AP complement 12, 5HT1E ag -0.5, SF-1 act 11 and S1P3 agonist 0.2.
For COc1ccc(Nc2oc(-c3ccccc3Cl)nc2C#N)cc1 the results were 5-HT1A blocker 7, RORA act 99*, Ecoli tolC 9, S1P1 ag-PAM 2, 5HT1E antag 75*, AP complement 26, 5HT1E ag 1.3, SF-1 act 14 and S1P3 agonist -0.4.
`Cc1cc(C)n(CNc2nc(C(F)(F)F)cs2)n1` gave 5-HT1A blocker -5, RORA act 0, Ecoli tolC -20, S1P1 ag-PAM -11, 5HT1E antag 2, AP complement 10, 5HT1E ag 0.2, SF-1 act -7 and S1P3 agonist -0.3.
`Cc1nn(-c2ccccc2)c2sc(C(=O)OCc3nnc(-c4ccccc4)o3)cc12` gave 5-HT1A blocker 4, RORA act -5, Ecoli tolC 10, 5HT1E antag 7, AP complement -6, 5HT1E ag -3.5 and SF-1 act 10.
For CCN(CC)CCOC(=O)c1cccc(OC)c1 the results were 5-HT1A blocker 4, RORA act -3, Ecoli tolC -9, S1P1 ag-PAM -10, 5HT1E antag -4, AP complement -1, 5HT1E ag 3.0, SF-1 act -20 and S1P3 agonist -1.0.
For COc1ccc(-c2cc(C(F)(F)F)n3nc(C(=O)N4CCCC4)cc3n2)cc1 the results were 5-HT1A blocker -21, RORA act -3, Ecoli tolC 0, 5HT1E antag -11, AP complement -1, 5HT1E ag 1.0, SF-1 act 3 and S1P3 agonist -0.7.
Cc1ccc(S(=O)(=O)N2c3ccc(S(N)(=O)=O)cc3CC2C)cc1 (centres undefined) was read as 5-HT1A blocker 7, RORA act -1, Ecoli tolC 17, 5HT1E antag 14, AP complement 21, 5HT1E ag -0.8, SF-1 act 0 and S1P3 agonist 0.2.
`COC1=C(OC)c2ccccc2C(C(=O)O)N/C1=C(/C)Nc1ccncc1` (centres undefined) gave 5-HT1A blocker -7, RORA act 16, Ecoli tolC -13, 5HT1E antag -1, AP complement 0, 5HT1E ag 0.3 and SF-1 act -1.
Screening CC(=O)Nc1ccc(S(=O)(=O)N2CCCN(S(=O)(=O)c3ccc(NC(C)=O)cc3)CC2)cc1 returned 5-HT1A blocker 10, RORA act -20, Ecoli tolC 0, S1P1 ag-PAM 0, 5HT1E antag 3, AP complement -5, 5HT1E ag -0.7, SF-1 act 10 and S1P3 agonist -0.9.
COC(=O)C1CCN(C(=O)C23CCC(C)(C(=O)O2)C3(C)C)CC1 (centres undefined) was read as 5-HT1A blocker -8, RORA act 1, Ecoli tolC -12, S1P1 ag-PAM -6, 5HT1E antag 6, AP complement 6, 5HT1E ag -0.1, SF-1 act -2 and S1P3 agonist -0.7.
CC1CCCCC1NC(=O)C1CCN(C(=O)NC2CCCCC2)CC1 (centres undefined) was read as 5-HT1A blocker -4, RORA act 5, Ecoli tolC -7, S1P1 ag-PAM 12, 5HT1E antag -6, AP complement 19, 5HT1E ag -0.2, SF-1 act -6 and S1P3 agonist -0.7.
Screening Cc1nc(SCC(=O)NCC2CCCO2)c2oc3ccccc3c2n1 (centres undefined) returned 5-HT1A blocker 6, RORA act -6, Ecoli tolC -3, S1P1 ag-PAM -8, 5HT1E antag 20, AP complement 17, 5HT1E ag 0.2, SF-1 act 1 and S1P3 agonist -0.9.
O=C1CCCN1Cc1ncnn1-c1ccccc1 was read as 5-HT1A blocker 7, RORA act 10, S1P1 ag-PAM -8, 5HT1E antag -1, AP complement 10, 5HT1E ag 0.8, SF-1 act -11 and S1P3 agonist -1.1.
Screening COCCn1c(N2CCN(c3ccc(OC)cc3)CC2)nc2c1c(=O)[nH]c(=O)n2C returned 5-HT1A blocker -6, RORA act -16, Ecoli tolC -15, S1P1 ag-PAM -4, 5HT1E antag 2, AP complement 10, 5HT1E ag -0.1, SF-1 act 2 and S1P3 agonist -0.5.
`CC(=O)N1CCN(C(=O)CNc2cc(C(F)(F)F)ccc2OCC(F)(F)F)CC1` gave 5-HT1A blocker -2, RORA act -18, Ecoli tolC 4, S1P1 ag-PAM 4, 5HT1E antag 1, AP complement -10, 5HT1E ag 0.2, SF-1 act 1 and S1P3 agonist -0.2.
O=C(/C=C/N1CCOCC1)c1coc2ccccc12 was read as 5-HT1A blocker -8, RORA act 40, Ecoli tolC -11, S1P1 ag-PAM -10, 5HT1E antag -9, AP complement 14, 5HT1E ag 0.3, SF-1 act 37 and S1P3 agonist -0.4.
`CCOC(=O)N1CCN(c2ccc(Cl)c(Cl)c2)CC1` gave 5-HT1A blocker 10, RORA act -6, Ecoli tolC 44, S1P1 ag-PAM 37, 5HT1E antag 2, AP complement -1, 5HT1E ag 0.4, SF-1 act -13 and S1P3 agonist -0.6.
O=C(Nc1ccc2c(c1)OCCO2)C1CCN(c2cnccn2)CC1 was read as 5-HT1A blocker -16, RORA act -4, Ecoli tolC -15, S1P1 ag-PAM 7, 5HT1E antag -5, AP complement 13, 5HT1E ag 0.0, SF-1 act -7 and S1P3 agonist 0.4.
For COc1cccc(C(=O)N(Cc2cc3cc(C)ccc3[nH]c2=O)CC2CCCO2)c1 (centres undefined) the results were 5-HT1A blocker 5, RORA act -4, Ecoli tolC 18, S1P1 ag-PAM -10, 5HT1E antag -6, AP complement -3, 5HT1E ag 0.5, SF-1 act 0 and S1P3 agonist -1.3.
For Cc1ccc(S(=O)(=O)NC(=O)Nc2c(C)n(C)n(-c3ccccc3)c2=O)cc1 the results were 5-HT1A blocker -3, RORA act 8, Ecoli tolC -10, S1P1 ag-PAM 10, 5HT1E antag -14, AP complement 23, 5HT1E ag -1.0, SF-1 act -1 and S1P3 agonist -0.6.
For Clc1cccc(-c2nnc3sc(-c4ccccc4)nn23)c1 the results were 5-HT1A blocker -5, RORA act 2, Ecoli tolC -3, S1P1 ag-PAM 9, 5HT1E antag -10, AP complement -15, 5HT1E ag 1.4, SF-1 act -16 and S1P3 agonist -0.1.
`N#CCn1c(C2CCCCC2)nc2ccccc2c1=O` gave 5-HT1A blocker 10, RORA act 19, Ecoli tolC 17, 5HT1E antag 16, AP complement 3, 5HT1E ag -0.3 and SF-1 act 8.
Screening c1ccc(Nc2ccccc2Nc2ccccn2)nc1 returned 5-HT1A blocker 17, RORA act 3, Ecoli tolC -2, S1P1 ag-PAM -4, 5HT1E antag -10, AP complement 4, 5HT1E ag -0.8, SF-1 act 28 and S1P3 agonist -1.3.
CCOc1ccc2nc(NC(=O)CSc3nnnn3C3CCCCC3)sc2c1 was read as 5-HT1A blocker 0, RORA act -7, Ecoli tolC 44, S1P1 ag-PAM -20, 5HT1E antag 6, AP complement -1, 5HT1E ag -0.5, SF-1 act 9 and S1P3 agonist -1.3.
For COC(=O)c1ccsc1NC(=O)C1=COCCO1 the results were 5-HT1A blocker 4, RORA act 4, Ecoli tolC -3, S1P1 ag-PAM -25, 5HT1E antag 6, AP complement 11, 5HT1E ag 0.8, SF-1 act -3 and S1P3 agonist -0.9.
`O=C(c1ccc2nc(N3CCOCC3)sc2c1)N1CCCC1` gave 5-HT1A blocker 8, RORA act 14, Ecoli tolC -5, S1P1 ag-PAM -1, 5HT1E antag 6, AP complement 9, 5HT1E ag -0.9, SF-1 act 0 and S1P3 agonist -1.2.
For CN(C)S(=O)(=O)c1cc(C(=O)NCC2CCCO2)c(Cl)cc1Cl (centres undefined) the results were 5-HT1A blocker 2, RORA act -14, Ecoli tolC -11, S1P1 ag-PAM -1, 5HT1E antag 2, AP complement -6, 5HT1E ag 0.3, SF-1 act -5 and S1P3 agonist 0.3.
Screening Nc1c(C(=O)NCC2CCCO2)sc(=S)n1-c1ccccc1 (centres undefined) returned 5-HT1A blocker -9, RORA act 6, Ecoli tolC -19, S1P1 ag-PAM -27, 5HT1E antag 3, AP complement 10, 5HT1E ag 0.0, SF-1 act 8 and S1P3 agonist -0.4.
COCCN(CCOC)Cc1c(O)ccc2c3c(c(=O)oc12)CCC3 was read as 5-HT1A blocker 0, RORA act 5, Ecoli tolC 5, S1P1 ag-PAM -31, 5HT1E antag 11, AP complement 29, 5HT1E ag 1.6, SF-1 act -2 and S1P3 agonist -1.2.
O=C(COC(=O)Cc1cccs1)Nc1ccccc1 was read as 5-HT1A blocker 1, RORA act 12, Ecoli tolC -28, S1P1 ag-PAM 14, 5HT1E antag 0, AP complement 12, 5HT1E ag -0.2, SF-1 act -10 and S1P3 agonist -0.7.

Screening data as filed in PubChem BioAssay.
